Assay outcomes: PubChem, National Center for Advancing Translational Sciences (NCATS)
KDM4E inh – qHTS Assay for Inhibitors of Human Jumonji Domain Containing 2E (JMJD2E). JMJD2E catalytic domain, FDH-coupled NADH fluorescence (FDH is formaldehyde dehydrogenase). Potency, µM (series often up to 57.1 µM), for inactives: at the highest dose activity change, negative = inhibition, actives largely listed as inhibitors. hit rate 1.6% among 230,000. AID 2147, 2009; active = well fitted inhibition curve with a large enough effect, not every such curve was filed as active; inconclusive = small, poorly fitted or top-dose-only effect, or another doubt; inactive = no such curve, though single readings can be large or run the other way;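 also: 0% = wells with enzyme and -100% = buffer wells without enzyme; nearly all actives have a fitted effect of over 50% in size; many of its hits are not listed in these tables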
Target sequence (B2RXH2 1-337 limits assumed): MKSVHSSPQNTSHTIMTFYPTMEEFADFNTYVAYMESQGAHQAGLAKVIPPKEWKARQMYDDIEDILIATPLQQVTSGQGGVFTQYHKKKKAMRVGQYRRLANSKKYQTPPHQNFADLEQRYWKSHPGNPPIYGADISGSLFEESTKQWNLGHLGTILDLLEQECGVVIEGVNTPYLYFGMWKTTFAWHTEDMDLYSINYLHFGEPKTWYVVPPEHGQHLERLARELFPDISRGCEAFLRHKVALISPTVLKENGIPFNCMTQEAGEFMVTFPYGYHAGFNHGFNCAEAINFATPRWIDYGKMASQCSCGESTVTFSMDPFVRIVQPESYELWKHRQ
Lamin A splicing – qHTS Assay for Modulators of Lamin A Splicing | HeLa LMNA splicing GFP/RFP minigene ratio, 48 h | hit rate 0.01% among 200,000 | AID 1487, 2009 | Potency, µM (highest dose often 46.1 µM), inactives show at the top dose ratio change, negative = inhibition, actives largely listed as inhibitors; active = well fitted inhibition curve with a large enough effect in the signal ratio, with a control signal flat, not every such curve was filed as active; inconclusive = small, poorly fitted or top-dose-only effect, or effect the other way, or a change in a side signal; the % refers to the signal ratio; also: % is scaled to controls: 0 for no effect and ±100 for the full control effect
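S3 HeLa stable clones carrying a lamin A-EGFP splicing minigene plus DsRed2 were seeded at 600 cells/well in Opti-MEM with 2% FBS, pin-dosed and incubated 48 h at 37°C. Acumen cytometry (488 nm) gave the GFP/RFP total-intensity ratio.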
RECQ1 inh – qHTS Assay for Inhibitors of RecQ-Like Dna Helicase 1 (RECQ1); ATP-dependent DNA helicase Q1 (Homo sapiens), P46063; RECQ1 DNA unwinding, red fluorescence kinetic read; Potency, µM (top dose mostly 57.3 µM), inactives show at the top dose activity, negative = inhibition, most hits filed as inhibitors; hit rate 0.54% among 240,000; AID 2549, 2010;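 also: plate controls were vehicle for no effect and no enzyme for full effect; nearly all actives have a fitted effect of over 30% in size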
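50 nM RECQ1T1 preincubated 15 min with compound in Tris pH 8.0 buffer with MgCl2, DTT, Tween-20 and 2.5 ug/ml poly(dI-dC); started with 200 nM TAMRA/BHQ-2 forked duplex and 2 mM ATP. Unwinding read as fluorescence (525/598 nm), two reads 2 h apart.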
ALDH1A1 block – qHTS Assay for Inhibitors of Aldehyde Dehydrogenase 1 (ALDH1A1). Aldehyde dehydrogenase 1A1 (Homo sapiens), P00352. Purified ALDH1A1, NADH fluorescence, propionaldehyde substrate. Potency, µM (titrated, usually from 75.3 µM), for the others: at the highest dose activity, negative = inhibition, hits mostly inhibitors. hit rate 7.3% among 220,000. AID 1030, 2008; active = well fitted inhibition curve with a large enough effect, not every such curve was filed as active; inconclusive = small, poorly fitted or top-dose-only effect, or another doubt; inactive = no such curve, though single readings can be large or run the other way;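 also: plate controls were no enzyme wells and a reference inhibitor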
Tau fibril ThT – qHTS for Inhibitors of Tau Fibril Formation, Thioflavin T Binding. hit rate 2.1% among 270,000. Microtubule-associated protein tau (Homo sapiens), P10636. Potency, µM (doses to about 57.4 µM), without a hit: top-dose activity, negative = inhibition, actives largely listed as inhibitors. recombinant tau K18 P301L, heparin-induced fibrillization, ThT fluorescence. AID 1460, 2008; also: % is scaled to controls: 0 for no effect and ±100 for the full control effect; nearly all actives have a fitted effect of over 55% in size
Target sequence (P10636 561-689 P618L limits assumed): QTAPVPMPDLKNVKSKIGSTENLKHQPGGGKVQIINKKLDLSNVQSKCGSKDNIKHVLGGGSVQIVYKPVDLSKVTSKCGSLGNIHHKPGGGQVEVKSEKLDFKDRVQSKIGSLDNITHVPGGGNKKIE
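Fibril formation assay: tau K18 P301L at 15 uM with trace Alexa 594 label, heparin inducer 20 uM, pH 7 sodium acetate buffer, 37 C for 6 hr; endpoint ThT signal.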
KinaseGlo FLuc – Counterscreen for Luciferase (Kinase-Glo TM) Inhibition | Luciferin 4-monooxygenase (Photuris pensylvanica), Q27757 | Kinase-Glo luciferase, ATP luminescence, 8 min | Potency, µM (top dose mostly 38.3 µM), for the others: top-dose activity change, negative = inhibition, hits mostly inhibitors | hit rate 0.28% among 200,000 | AID 1379, 2008; also: % is scaled to controls: 0 for no effect and ±100 for the full control effect; nearly all actives have a fitted effect of over 60% in size
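Compounds were added to a substrate mix at pH 7.2 (50 mM imidazole, 10 uM ATP, within the enzyme's linear range), followed by Kinase-Glo detection reagent; luminescence was measured after 8 minutes at ambient temperature.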
SMN2 splice up – qHTS Assay for Enhancers of SMN2 Splice Variant Expression. hit rate 2.8% among 210,000. Potency, µM (top dose mostly 46.1 µM), without a hit: at the top dose activity change, positive = activation, actives largely listed as activators. HEK293 SMN2-luciferase splicing reporter, luminescence, 30-36 h; also: % of control where 0% means no effect; nearly all actives have a fitted effect of over 55% in size
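qHTS luciferase splicing reporter: luminescence rises when SMN2 exon 7 is included in transfected HEK293 cells. Compound exposure lasted 30-36 h at 37C, with 4.5 mM final sodium butyrate as control, followed by a ONE-Glo read.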
L3MBTL1 block – qHTS Assay for the Inhibitors of L3MBTL1; AID 485360, 2010; hit rate 0.66% among 230,000; Potency, µM (top dose mostly 57.1 µM), inactives show at the top dose activity, negative = inhibition, hits mostly inhibitors; AlphaScreen L3MBTL1–H3K9me1 peptide binding; Lethal(3)malignant brain tumor-like protein 1 (Homo sapiens), Q9Y468; also: % is scaled to controls: 0 for no effect and ±100 for the full control effect; nearly all actives have a fitted effect of over 60% in size
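L3MBTL1 (50 nM) pre-complexed 30 min with biotinylated H3(1-15)K9me1 peptide (75 nM), then compounds added for 30 min at room temperature; AlphaScreen streptavidin donor/nickel chelate acceptor beads (10 ug/mL final) read after 30 min dark incubation.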
* marks the source's active call; other numbers are inactive results; i = inactive; ? = inconclusive; . = no result given; & = joins results of further samples; [ ] = dose if it differs, or a comment. Unless noted, calls follow the shape of the dose curve; as a rule, active = well fitted curve in the direction sought with a large enough effect; inconclusive = small, poorly fitted or top-dose-only effect, or another doubt; inactive = no such curve, though single readings can be large; an effect the other way counts as inactive or inconclusive. Potency is read from the fitted curve at half-maximal effect. Only part of the results is shown; count on the stated rates, not on these rows.

nr	smiles	KDM4E inh	Lamin A splicing	RECQ1 inh	ALDH1A1 block	Tau fibril ThT	KinaseGlo FLuc	SMN2 splice up	L3MBTL1 block
1	CNC(C(=O)c1ccccc1)C(OC)c1cccc([N+](=O)[O-])c1 (centres undefined)	-7%	.	12%	1%	-13%	.	.	2%
2	Cc1c(C=C2C(=O)N(C)C(=O)N(C)C2=O)c(=O)n(-c2ccccc2)n1C	-10%	-8%	-6%	3%	?	2%	9%	7%
3	O=C1CC(c2cccnc2)=NN1c1ccc(Cl)cc1Cl	-25%	?	3%	-37%	?	-4%	-12%	-6%
4	O=c1c2ccccc2nc(Cc2ccccc2)n1-c1ccccc1O	6%	.	-4%	?	-14%	.	.	-7%
5	O=C(N/N=C1/CN2CCC1CC2)c1cccc(O)c1	2%	2%	-9%	?	-15%	-1%	0%	.
6	CCC12CCCN3CCC4(c5ccc(OC)c(O)c5N(C(C)=O)C4CC1)C32 (centres undefined)	7%	.	-5%	1%	-1%	1%	.	.
7	O=c1[nH]c(=S)[nH]c(O)c1C(c1ccccn1)c1c(O)[nH]c(=S)[nH]c1=O	?	.	14%	?	-15%	-2%	9%	-8%
8	Cc1ccc(NC(=O)CCNS(=O)(=O)c2ccc3c(c2)oc(=O)n3C)c(C)c1	-2%	-2%	i	-8%	-7%	-2%	?	-3%
9	O=P(NC(c1ccccc1)c1ccccc1)(Oc1ccccc1)Oc1ccccc1	4%	-1%	-3%	2%	1%	-1%	-15%	9%
10	CCN1CCN(Cc2ccc(OC(F)(F)F)cc2)CC1	-2%	8%	-6%	-1%	-9%	-1%	-8%	-4%
11	C/C(=N\NC(N)=S)C12CC3CC(CC(C3)C1)C2	-11%	?	-4%	?	-8%	18%	-32%[inhibitor]	.
12	N=c1c[n+](CC23CC4CC(CC(C4)C2)C3)[n-]o1	2%	-3%	-13%	0%	-1%	-7%	12%	5%
13	CCC(=Nc1ccc(OC)cc1OC)c1c(O)n(C)c(=O)n(C)c1=O	13%	?	2%	?	?	-5%	-59%[inhibitor]	-26%
14	CS(=O)(=O)NCc1nnc2n1-c1ccc(Cl)cc1C(c1ccccc1)=NC2	3%	3%	9%	6%	7%	1%	8%	-4%
15	ClC(Cl)(Cl)c1ccccc1	.	.	-5%&-5%	-6%&-1%	.	.	-9%&-7%	-5%
16	c1ccc2c(c1)[nH]c1cnccc12	?	?	28%	?	4%&5%	0%&-3%	-38%&1%[inhibitor]	-4%

6 compounds drawn at random from the list so far:
nr	smiles	KDM4E inh	Lamin A splicing	RECQ1 inh	ALDH1A1 block	Tau fibril ThT	KinaseGlo FLuc	SMN2 splice up	L3MBTL1 block
9	O=P(NC(c1ccccc1)c1ccccc1)(Oc1ccccc1)Oc1ccccc1	4%	-1%	-3%	2%	1%	-1%	-15%	9%
16	c1ccc2c(c1)[nH]c1cnccc12	?	?	28%	?	4%&5%	0%&-3%	-38%&1%[inhibitor]	-4%
12	N=c1c[n+](CC23CC4CC(CC(C4)C2)C3)[n-]o1	2%	-3%	-13%	0%	-1%	-7%	12%	5%
14	CS(=O)(=O)NCc1nnc2n1-c1ccc(Cl)cc1C(c1ccccc1)=NC2	3%	3%	9%	6%	7%	1%	8%	-4%
15	ClC(Cl)(Cl)c1ccccc1	.	.	-5%&-5%	-6%&-1%	.	.	-9%&-7%	-5%
11	C/C(=N\NC(N)=S)C12CC3CC(CC(C3)C1)C2	-11%	?	-4%	?	-8%	18%	-32%[inhibitor]	.

(continued)
nr	smiles	KDM4E inh	Lamin A splicing	RECQ1 inh	ALDH1A1 block	Tau fibril ThT	KinaseGlo FLuc	SMN2 splice up	L3MBTL1 block
17	O=c1cccc2n1CC1CC2CN(Cc2c(Cl)cccc2Cl)C1 (centres undefined)	1%	-9%	-2%	-2%	8%	-2%	-10%	6%
18	CC(C)(C)c1ccc(S(=O)(=O)N2CC3CC(C2)c2cccc(=O)n2C3)cc1 (centres undefined)	5%	-8%	-5%	?	-3%	0%	5%	5%
19	Fc1ccc(N2CCN(Cc3ccc4c(c3)OCO4)CC2)cc1	?	-3%	-6%	-1%	-4%	1%	-2%	0%
20	COC(=O)CC1=C(C(=O)OC)C2(C(=O)Nc3c(C)cccc32)C(C#N)=C(N)O1 (centres undefined)	10%	8%	5%	10µM*	-9%	-2%	12%	.
21	CCOc1ccc(S(=O)(=O)N(C)c2ccc(OCC(=O)N3c4ccc(C)cc4C4CN(C)CCC43)cc2)cc1 (centres undefined)	-6%	.	1%	6%	?	.	.	.
22	C=C1[C@@H](C)[C@H]2[C@H](Cc3ccccc3)NC(=O)[C@]23[C@H](OC(C)=O)/C=C/[C@](C)(O)C(=O)[C@@H](C)C/C=C/[C@H]3[C@@H]1O	.	.	12%	4%	0%	.	-8%	.
23	COc1cc(C2c3cc4c(cc3C(O)C3COC(=O)C23)OCO4)cc(OC)c1O (centres undefined)	0%	.	i	5%	-6%	-1%	-41%[inhibitor]	.
24	COc1ccc(NC(c2ccccc2)P(=O)(Oc2ccccc2)Oc2ccccc2)cc1 (centres undefined)	12%	-4%	-6%	-9%	-15%	3%	-1%	-24%
25	c1cc2n(c1)-c1c(ccc3c1OCO3)CNC2c1ccc2c(c1)OCO2 (centres undefined)	-6%	?	-9%	-5%	-20%	3%	3%	-22%
26	CCOC(=O)c1nc2ccccc2c(=O)n1-c1ccc(C)cc1	6%	-3%	i	3%	-6%	-2%	6%	.
27	CN(c1ccc(OCC(=O)N2CCN(C/C=C/c3ccccc3)CC2)cc1)S(=O)(=O)c1cccs1	1%	.	-5%	.	-8%	.	.	-17%
28	CC/C(=N\NC(=O)c1ccccc1O)c1c(O)n(Cc2ccccc2)c(=O)[nH]c1=O	25µM*	.	-5%	.	22µM*	.	.	5%
29	COc1cccc(O)c1CN1CCCC(C(=O)c2ccccc2SC)C1 (centres undefined)	?	.	0%	-5%	-8%	-2%	.	-13%
30	Cc1cccc(-n2c(O)c(C=NCCN3CCCCC3)c(=O)[nH]c2=O)c1	2%	.	-13%	.	-5%	.	.	-2%
31	C#CCN1CCN(c2cccc(C(F)(F)F)c2)CC1	2%	.	-3%	-3%	-6%	3%	3%	11%
32	Cc1ccc(-c2nc3ccccc3c(=O)n2-c2cccc(O)c2)cc1	17%	?	4%	?	7%	1%	4%	-9%
